Screens: PubChem, several laboratories
Rac1 wt modul – human Rac1 wildtype GTP binding, inhibitors and activators. AID 757. GTP binding activity (% of control), % at 10 µM. GST-Rac1 beads, fluorescent GTP binding, flow cytometry; actives lie on both sides; 0 = cold GTP competed, 100 = untreated. 190,000 compounds, 0.27% hits. P63000;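 active means GTP binding activity at least 20 points away from the 100% control level, either lower or higher; inconclusive means compound flagged as likely green fluorescent, judged across all proteins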
Mcl1 Bid PPI – Mcl-1/Bid interaction inhibition. Q07820. TR-FRET Mcl-1/Bid-Dy647 peptide binding, 1536-well. inhibition, % at 21.7 µM. 220,000 compounds, 0.97% hits. AID 1021;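 active means compounds that cut the binding signal by more than half at the single screening dose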;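 further: His-tagged Mcl-1 with europium anti-His antibody binding Bid BH3 peptide; 0% = Mcl-1 plus peptide wells and 100% = peptide-only wells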
Target sequence (Q07820 whole entry, looked up): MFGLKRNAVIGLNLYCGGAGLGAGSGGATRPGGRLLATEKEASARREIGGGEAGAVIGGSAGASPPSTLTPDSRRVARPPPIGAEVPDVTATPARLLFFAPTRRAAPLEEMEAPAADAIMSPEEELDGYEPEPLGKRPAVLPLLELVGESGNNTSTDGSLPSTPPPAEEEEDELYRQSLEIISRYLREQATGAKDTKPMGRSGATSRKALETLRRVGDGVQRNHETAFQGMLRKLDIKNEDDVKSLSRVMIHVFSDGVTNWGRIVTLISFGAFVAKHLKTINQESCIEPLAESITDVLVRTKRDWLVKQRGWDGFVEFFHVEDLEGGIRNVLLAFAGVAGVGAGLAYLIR
Cdc42 wt GTP – human Cdc42 wildtype GTP binding change, either direction | P60953 | GST-Cdc42 beads, Bodipy-GTP binding, flow cytometry; actives lie on both sides | percent activity (GTP binding), % at 10 µM | 190,000 compounds, 0.2% hits | AID 761;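 active means percent activity GTP binding at least 20 points away from the 100% baseline, either down as inhibitor or up as activator; inconclusive means compound flagged as likely green fluorescent from well-wide comparison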;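 further: median bead fluorescence of bound Bodipy-FL-GTP at 100 nM; 0% = excess unlabeled GTP control and 100% = no compound control; below 100% means less GTP binding so inhibitor and above means activator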
Target sequence (P60953 whole entry, looked up): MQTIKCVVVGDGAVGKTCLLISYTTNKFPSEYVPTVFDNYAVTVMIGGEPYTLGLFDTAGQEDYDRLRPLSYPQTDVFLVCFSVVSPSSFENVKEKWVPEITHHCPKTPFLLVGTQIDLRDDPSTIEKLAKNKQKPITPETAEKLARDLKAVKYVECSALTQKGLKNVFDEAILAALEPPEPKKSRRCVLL
Avidin bead fluor – compound fluoresces at 488/530 nm on avidin beads | compound fluorescence 488/530 nm, flow cytometry; hits give high values | fluorescence (KMESF) at 10 µM | 220,000 compounds, 0.38% hits | AID 1775; in the data active means fluorescence above about 47; further: inactives centre near 10
Rac1 mut GTP – alters GTP binding to activated mutant human Rac1. P63000. GST-Rac1 activated beads, fluorescent GTP binding, flow cytometry; actives lie on both sides; 100% means binding = to untreated wells. percent activity (GTP binding), % at 10 µM. 190,000 compounds, 0.11% hits. AID 764;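 active means GTP binding at least 20 percentage points away from the 100% baseline, in either direction, so actives lie on both sides; inconclusive means Compound likely fluorescent itself, or too few beads counted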
HRas wt GTP bind – changes GTP binding to wildtype human HRas | 190,000 compounds, 0.14% hits | GST-Ras wt beads, Bodipy-FL-GTP binding, flow cytometry; actives lie on both sides | GTP binding activity, % at 10 µM | P01112;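 active means GTP binding activity at least 20% away from the 100% baseline, either lowered as inhibitor or raised as activator; inconclusive means flagged as likely green fluorescent, judged across all proteins in the well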;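 further: 0% = unlabeled GTP competition control and 100% = no-compound control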
Target sequence (P01112 whole entry, looked up): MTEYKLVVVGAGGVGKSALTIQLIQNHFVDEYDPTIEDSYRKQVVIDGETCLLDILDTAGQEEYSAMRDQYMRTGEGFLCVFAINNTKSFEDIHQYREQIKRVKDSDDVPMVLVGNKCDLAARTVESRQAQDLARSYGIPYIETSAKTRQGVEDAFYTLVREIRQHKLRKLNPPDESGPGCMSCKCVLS
Mcl1 Noxa PPI – disrupts binding of human Mcl-1 to Noxa peptide | Q07820 | TR-FRET Mcl-1/Noxa peptide binding, 2 h | 220,000 compounds, 1.5% hits | AID 1022 | inhibition, % at 21.7 µM;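 active means compounds that cut the protein-peptide binding signal by more than 50% relative to plate controls in a single-dose test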;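 further: His-tagged Mcl-1 with rhodamine Noxa BH3 peptide and terbium anti-His antibody; 0% = Mcl-1 plus Noxa peptide wells and 100% = peptide-only wells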
Rab2 wt GTP – changes GTP binding to wildtype dog Rab2A, up or down; 190,000 compounds, 0.19% hits; P61105; GST-Rab2 wt beads, Bodipy-GTP binding, flow cytometry; GTP binding activity, % at 10 µM;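 active means GTP binding activity at least 20 points away from 100%, either lowered or raised; inconclusive means signal likely due to the compound's own green fluorescence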;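 further: 0% = beads with excess unlabeled GTP and 100% = no-compound control corrected for plate trend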
GSH bead fluor – compound fluoresces at 488/530 nm on GSH beads; GSH beads flow cytometry, compound fluorescence 488/530 nm; hits give high values; fluorescence (KMESF) at 10 µM; 190,000 compounds, 0.25% hits; in the data active means fluorescence above about 89;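 further: glutathione beads carrying GST-tagged Bcl family fusion proteins plus one bare bead set; values are compound well signal with DMSO vehicle wells as background; inactives centre near 16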
Pf gamet viab – kills late stage P. falciparum gametocytes | 150,000 compounds, 0.065% hits | AID 743093 | P. falciparum stage V gametocytes, ATP luminescence, 24 h | inhibition, % at 10.9 µM;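 active means inhibition above the mean plus 3 SD of compounds within the control limits, set per campaign, cut at about 38% in these data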;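 further: 0% = DMSO wells and 100% = medium only without gametocytes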
Rab7 wt GTP bind – modulators of GTP binding to dog Rab7 wildtype GTPase; GST-Rab7 beads, fluorescent GTP binding, flow cytometry; actives lie on both sides; untreated = 100%, excess cold GTP = 0%; GTP binding activity (percent of control), % at 10 µM; 190,000 compounds, 0.055% hits;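 active means fluorescent GTP binding to Rab7 beads changed by at least 20 points from the 100% baseline, either direction, mostly lower; inconclusive means compound itself probably fluorescent, or too few beads counted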;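 further: median green fluorescence of bound Bodipy-FL-GTP per Rab7 bead population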
* hit, by the source's call; u = inconclusive; x = no result given.

smiles	Rac1 wt modul	Mcl1 Bid PPI	Cdc42 wt GTP	Avidin bead fluor	Rac1 mut GTP	HRas wt GTP bind	Mcl1 Noxa PPI	Rab2 wt GTP	GSH bead fluor	Pf gamet viab	Rab7 wt GTP bind
CCCCCCCCCCCCCCCC[n+]1cccc2ccccc21	101	91*	99	16	98	97	89*	96	14	0	95
O=[N+]([O-])c1cccnc1N1CCN(c2ccc(F)cc2)CC1	100	-16	97	23	99	99	8	96	12	-17	99
Cc1c(NC(=O)c2ccc(S(=O)(=O)N3CC(C)OC(C)C3)cc2)c(=O)n(-c2ccccc2)n1C (stereo not given)	95	-22	90	10	91	93	-8	92	12	19	100
Cc1ccc(NC(=O)CN2CCCN(S(=O)(=O)c3ccc(Br)s3)CC2)cc1	102	4	100	9	99	101	0	102	48	x	101
Cc1ccc(S(=O)(=O)Nc2ccc3oc(=O)sc3c2)c(C)c1	99	5	96	13	97	100	1	97	27	-29	97
O=C(O)C1CCCCC1C(=O)Nc1cccc(C(=O)N2CCCCC2)c1 (stereo not given)	109	-4	103	15	101	101	-6	100	31	-3	100
Cc1ccc(NC(=S)Nc2c(C)n(C)n(-c3ccccc3)c2=O)cc1Cl	100	-50	99	10	98	98	12	98	18	6	100
CS(=O)(=O)N(Cc1ccc(Cl)cc1)c1ccc(C(=O)NCCSCc2ccco2)cc1	102	-12	100	7	101	98	11	99	6	-8	95
COc1ccc(C(=O)N2CC3(C)C4CCC3(C)C2(C#N)C4)cc1OC (stereo not given)	97	-2	94	10	93	97	4	99	11	11	107
CCc1nnc(NC(=O)CSc2nccn2-c2cc(C)cc(C)c2)s1	110	-11	108	7	101	105	11	105	14	x	103
Cc1ccc(C2=C/C(=C/c3cccnc3)C(=O)O2)c(C)c1	100	-46	98	3	98	99	8	99	7	x	99
COc1cc(/C=N/O)c(Br)cc1OCC(=O)Nc1ccccc1C	105	-34	97	2	99	103	-1	96	8	-4	102
COc1ccc(Nc2nc3ccccc3n3cnnc23)cc1	111	-4	103	8	105	101	5	101	11	1	99
S=C(NC1CCCCC1)N1CCN(c2ccccn2)CC1	100	-32	100	11	99	100	-3	101	13	6	100
CCOc1cc(/C=C2/NC(=O)NC2=O)cc(Br)c1OCc1ccc(C(=O)O)cc1	87	-31	89	6	94	92	21	88	19	1	97
CCCC(=O)Nc1ccc2nc(SCC(=O)Nc3nccs3)sc2c1	107	7	102	0	99	102	6	103	28	-4	105
CCSC1=C(C#N)C(c2ccc(F)cc2)CC(=O)N1 (stereo not given)	103	-14	99	3	99	98	3	99	24	x	95
COc1ccc(NC(=O)COC(=O)c2cc(OC)c(OC)cc2NC(=O)c2ccco2)cc1OC	101	-14	100	6	99	99	12	97	4	-13	95
Cc1nc(C(F)(F)F)nc(Nc2ccc(Br)cc2)c1C#N	97	4	98	14	95	97	-6	96	31	x	96
CC1(C)NC(=O)N(CCOCCOc2ccc3ccccc3c2Br)C1=O	105	0	104	18	102	108	1	105	11	12	104
COc1ccc(N2C(=O)c3ccccc3NC23CCC(C)CC3)cc1 (stereo not given)	104	0	103	11	100	103	3	101	12	-2	104
COc1cc(NC(=S)NCc2ccc(S(N)(=O)=O)cc2)c(OC)cc1Cl	103	-13	102	8	98	99	26	99	17	-32	100
NS(=O)(=O)c1cccc(NC(=O)CSc2nn(-c3ccccc3)c(=S)s2)c1	99	-36	96	10	98	99	3	97	9	x	101
O=C(NCc1ccco1)C1CCN(c2nnc(-n3cccc3)s2)CC1	102	-18	97	6	97	97	23	99	25	x	99
CCS(=O)(=O)n1nc(-c2ccc(Cl)cc2)nc1N	105	-35	103	6	100	102	1	102	17	x	102
Cn1c(=O)c2cc(S(=O)(=O)Nc3cccc(F)c3)ccc2n(C)c1=O	102	-5	99	4	99	100	4	98	41	-24	99
O=C(O)c1ccc2c3c(cccc13)C(=O)N(c1ccccc1)C2=O	97	-61	95	10	95	93	-2	95	22	-23	98
CCC(C)(C)n1nnnc1CN1CCN(C(c2ccccc2)c2ccccc2)CC1	104	2	96	5	97	100	-8	99	14	x	98
C=CCNC(=S)NCc1ccc(CNC(=S)NCC=C)cc1	100	-97	99	10	96	98	4	98	15	7	99
CNC(=O)N(O)C1N(C)C(=O)N(Cc2ccccc2)C1(C)C (stereo not given)	105	-23	108	12	101	106	-21	107	22	-1	102
Cc1ccc(-c2nn(-c3ccccc3)cc2/C=C/C(=O)O)o1	95	-12	94	9	95	94	25	95	15	10	96
Cc1cc(OCC(=O)Nc2ccc(OCc3ccccc3)cc2)nc(C(C)C)n1	96	-9	96	15	97	98	20	95	13	5	97
CCOC(=O)C1(C)/C(=N/Nc2cccc(Cl)c2)C(=O)C(=O)N1c1ccccc1 (stereo not given)	96	-4	95	17	94	95	19	94	30	x	93
CNC(=O)COC(=O)c1ccccc1C(=O)c1ccc(Cl)c([N+](=O)[O-])c1	90	-21	95	9	89	91	9	92	14	-8	92
CC(NC(=O)c1cccc(N2CCCC2=O)c1)c1ccc2c(c1)OCCO2 (stereo not given)	103	-12	102	36	98	100	-2	99	26	x	103
CCNc1nc(NC(C)CC)nc(Oc2ccc(=O)[nH]n2)n1 (stereo not given)	99	-18	98	8	96	96	-3	94	5	-26	92
Cc1cc(C)c(C#N)c(N2CCN(Cc3ccccc3)CC2)n1	102	3	105	12	101	102	33	102	51	17	100
COc1cc2c(cc1OC)C(Cc1ccc(O)cc1)NCC2 (stereo not given)	100	-19	99	10	96	102	2	101	18	x	103
O=C(COn1nnc2ccc(Cl)cc21)NCc1ccccc1	u	-4	u	39	u	u	4	u	19	-1	u
O=C(CN1CCOCC1)NN=C1CCCCCCCCCCC1	105	-5	98	15	100	100	6	99	4	-30	99
COC(=O)c1cc(NS(=O)(=O)c2ccc(NC(C)=O)cc2)cc(C(=O)OC)c1	97	-11	99	12	96	97	15	97	27	0	96
CCCCc1ccc(NC(=S)NCc2cccc(OC)c2)cc1	100	-29	101	16	96	100	20	102	11	-10	107
CCOc1ccc(CC2c3cc(OCC)c(OCC)cc3CCN2C(=O)c2cc(OC)c(OC)c(OC)c2)cc1OCC (stereo not given)	105	0	104	22	97	106	-1	101	9	x	103
Clc1ccc(CN2CCC(Cc3ccccc3)CC2)cc1	101	46	99	13	97	99	24	100	11	21	96
C=CCNC(=O)CC(=O)N/N=C/c1ccccc1F	104	-35	101	7	101	102	-4	102	6	x	102
CCCCC(=O)NC(NC(=O)CCCC)c1ccc(OCCC)c(OC)c1	104	0	100	5	99	99	-6	97	10	x	95
O=C(COC(=O)c1cccc(S(=O)(=O)N2CCc3ccccc32)c1)Nc1ncc(Cl)cc1Cl	100	-24	99	14	97	97	42	97	12	-7	99
CN1CCN(Cc2oc(CO)cc(=O)c2O)CC1	97	-102	98	4	97	99	-19	96	15	-10	97
Cc1ccc(C(=O)N2CCN(C(=O)CN3CCCC3)C2)cc1	96	-3	98	9	97	99	-15	100	7	x	96
O=c1[nH]nc2c3ccccc3cnn12	100	8	101	6	100	100	2	100	54	x	97

Later entries:
smiles	Rac1 wt modul	Mcl1 Bid PPI	Cdc42 wt GTP	Avidin bead fluor	Rac1 mut GTP	HRas wt GTP bind	Mcl1 Noxa PPI	Rab2 wt GTP	GSH bead fluor	Pf gamet viab	Rab7 wt GTP bind
Cc1ccc(C)c(N2CCN(CCCNC(=O)Cn3cc4c(n3)CCC(C)C4)CC2)c1 (stereo not given)	102	-12	105	22	99	99	9	99	14	x	97
CCCCN(C)CCCNC(=O)CCn1nc(-c2ccccc2)ccc1=O	97	-5	98	27	96	98	10	96	19	-6	97
O=C(NCC1CCCO1)C1CCN(S(=O)(=O)N2CCCC2)CC1 (stereo not given)	97	-24	99	16	96	99	8	97	6	x	97
Cc1ccc(C(=O)N/C(=C\c2ccc(Br)cc2)c2nc(=S)[nH][nH]2)cc1	100	-26	97	14	98	99	21	100	22	x	103
COc1ccc(OC)c(C(c2nnnn2C2CCCC2)N2CCN(c3ccccc3F)CC2)c1 (stereo not given)	95	21	98	13	96	99	33	98	27	-18	96
O=C1/C(=C\c2ccc(-c3ccccc3Cl)o2)SC(=S)N1CC1CCCO1 (stereo not given)	59*	-4	63*	9	59*	55*	0	62*	14	x	68*
CCn1c(NCc2ccco2)nc2c1c(=O)n(C)c(=O)n2C	108	-37	102	5	100	103	-8	103	15	8	97
CCN(CC(=O)NCc1cccs1)S(=O)(=O)c1ccc([N+](=O)[O-])cc1	96	-23	95	15	95	98	6	99	15	-5	104

Reformatted with values under each structure: part of the list above
Values run as follows: Rac1 wt modul	Mcl1 Bid PPI	Cdc42 wt GTP	Avidin bead fluor	Rac1 mut GTP	HRas wt GTP bind	Mcl1 Noxa PPI	Rab2 wt GTP	GSH bead fluor	Pf gamet viab	Rab7 wt GTP bind
CCN(CC(=O)NCc1cccs1)S(=O)(=O)c1ccc([N+](=O)[O-])cc1
→ 96	-23	95	15	95	98	6	99	15	-5	104
Cc1ccc(C(=O)N/C(=C\c2ccc(Br)cc2)c2nc(=S)[nH][nH]2)cc1
→ 100	-26	97	14	98	99	21	100	22	x	103
CCn1c(NCc2ccco2)nc2c1c(=O)n(C)c(=O)n2C
→ 108	-37	102	5	100	103	-8	103	15	8	97
Cc1ccc(C)c(N2CCN(CCCNC(=O)Cn3cc4c(n3)CCC(C)C4)CC2)c1 (stereo not given)
→ 102	-12	105	22	99	99	9	99	14	x	97
O=C1/C(=C\c2ccc(-c3ccccc3Cl)o2)SC(=S)N1CC1CCCO1 (stereo not given)
→ 59*	-4	63*	9	59*	55*	0	62*	14	x	68*
CCCCN(C)CCCNC(=O)CCn1nc(-c2ccccc2)ccc1=O
→ 97	-5	98	27	96	98	10	96	19	-6	97
COc1ccc(OC)c(C(c2nnnn2C2CCCC2)N2CCN(c3ccccc3F)CC2)c1 (stereo not given)
→ 95	21	98	13	96	99	33	98	27	-18	96

With a hit mark in Rac1 mut GTP, among the entries above:
canonical_smiles	Rac1 wt modul	Mcl1 Bid PPI	Cdc42 wt GTP	Avidin bead fluor	Rac1 mut GTP	HRas wt GTP bind	Mcl1 Noxa PPI	Rab2 wt GTP	GSH bead fluor	Rab7 wt GTP bind
O=C1/C(=C\c2ccc(-c3ccccc3Cl)o2)SC(=S)N1CC1CCCO1 (stereo not given)	59*	-4	63*	9	59*	55*	0	62*	14	68*
